hcDAF12 agonist = H. contortus DAF-12 nuclear receptor activators, primary screen, cell-based, luminescence, HEK293, lit1-tk-luc reporter | 370,000 tested, 1.4% active | HEK293 hcDAF-12 lit1-tk-luc reporter; 0% DMSO, 100% Δ7-dafachronic acid | activation, % at 6.8 µM;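 active = activation above the mean of all tested compounds plus 3 SD, cut at about 5.5% in these data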;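 note: 100% = response to 3 µM Δ7-dafachronic acid high control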
NR1D1 modulator = modulators of Rev-erb alpha DNA binding, primary screen, biochemical, FITC-DNA, fluorescence polarization, uHTS. Nuclear receptor subfamily 1 group D member 1 (Homo sapiens), P20393. Rev-erbα–FITC-DNA binding, 90 min. activity, % at 10 µM. 370,000 tested, 0.79% active. AID 1259318, 2017;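 active = activity above about 14%, limit read from the data; passing the limit was not always enough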;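 note: 0% = DMSO wells with 35 nM protein and 100% = DMSO wells with 750 nM protein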
Target sequence (P20393 whole entry, looked up): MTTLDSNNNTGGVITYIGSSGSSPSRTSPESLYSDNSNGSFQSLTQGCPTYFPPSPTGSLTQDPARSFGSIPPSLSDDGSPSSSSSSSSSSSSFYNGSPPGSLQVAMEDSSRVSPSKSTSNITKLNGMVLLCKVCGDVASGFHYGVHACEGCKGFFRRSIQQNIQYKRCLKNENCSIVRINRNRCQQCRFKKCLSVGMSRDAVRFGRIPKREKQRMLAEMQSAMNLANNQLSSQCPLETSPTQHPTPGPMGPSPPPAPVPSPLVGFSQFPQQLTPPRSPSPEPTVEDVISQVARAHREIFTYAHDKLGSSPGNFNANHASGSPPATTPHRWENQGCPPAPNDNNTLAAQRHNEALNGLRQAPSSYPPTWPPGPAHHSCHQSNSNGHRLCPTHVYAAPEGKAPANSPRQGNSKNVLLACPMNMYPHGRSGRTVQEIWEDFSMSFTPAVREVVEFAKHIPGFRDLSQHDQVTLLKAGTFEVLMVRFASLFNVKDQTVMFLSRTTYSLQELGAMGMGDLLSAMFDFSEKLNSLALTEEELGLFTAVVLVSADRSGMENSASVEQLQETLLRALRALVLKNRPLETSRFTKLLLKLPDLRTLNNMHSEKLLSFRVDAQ
SMARCA2 activ = SMARCA2 (BRM) function activators, primary screen, cell-based, luminescence, high throughput | MG213 cells, MMTV-luciferase reporter, dexamethasone, overnight | activation, % at 9.1 µM | 370,000 tested, 1% active | AID 652017, 2013; in the data active = activation above about 7.8%;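 note: 0% = vehicle wells and 100% = reference activator wells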
sPLA2-III inh = human group III sPLA2 inhibitors, primary screen, biochemical, QFRET, BODIPY PC-A2 liposome substrate. QFRET BODIPY PC-A2 liposome hydrolysis, fluorescence. 370,000 tested, 0.56% active. inhibition, % at 12.2 µM. Group 3 secretory phospholipase A2 (Homo sapiens), Q9NZ20;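 active = inhibition above mean plus 3 SD of compounds lying within the high and low control bounds, cut at about 19% in these data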;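 note: 0% = median of test compound wells and 100% = no enzyme DMSO wells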
Target sequence (Q9NZ20 whole entry, looked up): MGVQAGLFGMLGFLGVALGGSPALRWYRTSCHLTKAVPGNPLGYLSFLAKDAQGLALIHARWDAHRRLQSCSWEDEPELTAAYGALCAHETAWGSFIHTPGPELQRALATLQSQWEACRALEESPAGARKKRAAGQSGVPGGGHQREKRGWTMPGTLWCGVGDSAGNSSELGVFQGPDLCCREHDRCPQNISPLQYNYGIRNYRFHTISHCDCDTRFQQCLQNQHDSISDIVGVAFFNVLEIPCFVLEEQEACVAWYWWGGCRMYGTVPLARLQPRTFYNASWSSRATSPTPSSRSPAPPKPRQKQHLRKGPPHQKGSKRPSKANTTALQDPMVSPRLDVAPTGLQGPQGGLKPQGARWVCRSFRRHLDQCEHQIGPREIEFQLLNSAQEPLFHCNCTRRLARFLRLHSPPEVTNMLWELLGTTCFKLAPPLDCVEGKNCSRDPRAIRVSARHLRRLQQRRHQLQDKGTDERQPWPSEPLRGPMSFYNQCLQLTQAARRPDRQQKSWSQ
GAA850 FXN act = FXN promoter activators, primary screen, cell-based, luciferase luminescence, HEK293 lucGAA850 | HEK293 lucGAA850 FXN promoter luciferase reporter, 24 h; percent of 10 µM SAHA response | 360,000 tested, 0.56% active | activation, % at 6 µM;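 active = activation above the average of all compounds screened plus 3 SD, cutoff fixed separately per campaign, cut at about 7.5% in these data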;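 note: 0% = DMSO wells and 100% = 10 µM SAHA wells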
PLCb3 inh = human PLC-beta3 inhibitors, primary screen, biochemical, fluorescence | 1-phosphatidylinositol 4,5-bisphosphate phosphodiesterase beta-3 (Homo sapiens), Q01970 | Purified PLC-beta3, fluorogenic substrate | inhibition, % at 12.2 µM | 370,000 tested, 0.18% active; in the data active = inhibition above about 11%;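 note: 0% = median of compound wells on plate and 100% = full blocker control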
DAX1 inh-1 = DAX1 (NR0B1) inhibitors on StAR promoter, primary screen, cell-based, luminescence, SF-1 (NR5A1), full-length DAX-1; 370,000 tested, 1.1% active; AID 652010, 2013; HEK293T StAR-luciferase reporter, SF-1/DAX-1 repression relief; inhibition, % at 6.8 µM;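 active = inhibition above the mean over all tested compounds plus 3 SD, cut at about 3.6% in these data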;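 note: 0% = DAX-1 cells with DMSO and 100% = cells lacking DAX-1 with DMSO; higher inhibition means more luminescence from relief of DAX-1 repression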
hgDAF12 agonist = H. glycines DAF-12 receptor agonists, primary screen, cell-based, luminescence, HEK293, GAL4 fusion, UAS-luciferase; 370,000 tested, 1.8% active; HEK293 GAL4-hgDAF12 UAS-luciferase reporter, agonist luminescence; normalized to butyrate control; activation, % at 6.8 µM;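 active = activation above a cutoff set at the mean of all screened compounds plus 3 SD, cut at about 10% in these data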;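 note: 0% = DMSO wells and 100% = sodium butyrate wells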
DAX1 inh-2 = DAX1 (NR0B1) inhibitors, primary screen, cell-based, HEK293, Gal4-DAX1, luciferase luminescence. inhibition, % at 6.75 µM. HEK293 Gal4-DAX1 luciferase reporter. 340,000 tested, 0.99% active. AID 504766, 2011. Nuclear receptor subfamily 0 group B member 1 (Homo sapiens), P51843;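 active = inhibition above the mean over all tested compounds plus 3 SD, cut at about 4.2% in these data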;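 note: 0% = DAX1-transfected cells with DMSO and 100% = empty-vector control cells with DMSO; inhibition shows as a rise in luminescence from relieved DAX1 repression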
ssDAF-12 act = S. stercoralis DAF-12 nuclear receptor activators, primary screen, cell-based, luminescence, HEK293, GRIP1 co-expression, lit1-tk-luc | HEK293 ssDAF-12/GRIP1 lit1-tk-luc reporter; % of 3 µM dafachronic acid response | Nuclear hormone receptor DAF-12 (Strongyloides stercoralis) | 370,000 tested, 1% active | activation, % at 6.8 µM | AID 652126, 2013;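 active = activation above the mean over all tested compounds plus 3 SD, cut at about 0.9% in these data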;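 note: 0% = DMSO-only wells and 100% = 3 µM delta7-dafachronic acid wells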
PG9 binder = binders of HIV-1 gp120 antibody PG9, primary screen, biochemical, TR-FRET | 360,000 tested, 0.43% active | TR-FRET gp120-PG9 antibody binding | inhibition, % at 6.7 µM | HIV-1 gp120 / PG9 antibody interaction | AID 624416, 2012; in the data active = inhibition above about 8.5%
* hit, by the source's call; i = inactive; · = not tested or not shown. These rows are one share of the data; rates above refer to the full screens.

SMILES	hcDAF12 agonist	NR1D1 modulator	SMARCA2 activ	sPLA2-III inh	GAA850 FXN act	PLCb3 inh	DAX1 inh-1	hgDAF12 agonist	DAX1 inh-2	ssDAF-12 act	PG9 binder
O=c1[nH]c(=O)n(CCC2=CCCCC2)c(O)c1C=NC1CCN(Cc2ccccc2)CC1	-2.2	-2.0	-5.1	13.0	-3.2	-3.8	-2.3	-5.1	-2.1	-2.2	-0.1
COc1cc(CN=Cc2c(O)n(C(C)(C)C)c(=O)[nH]c2=O)cc(OC)c1	1.4	3.4	-3.4	-3.6	-1.0	-4.5	0.1	0.4	1.6	-0.9	0.8
CCCC(C)n1[nH]c(=O)c2c1NC(=O)CSC2c1ccccc1 (configuration not stated)	-2.5	-0.9	-0.3	-2.0	-0.1	-8.9	0.6	-3.9	0.0	-1.1	-0.8
COc1ccc(C(=O)C(Cc2ccccc2)N(C)C)cc1 (configuration not stated)	-0.6	-0.9	-2.2	-8.1	1.3	-10.8	-0.2	1.1	-0.6	-1.1	1.7
OC(c1ccc(F)cc1)C(c1ccccc1)N1CCOCC1 (configuration not stated)	0.5	2.8	-3.9	-0.1	2.7	0.6	-0.6	-2.0	0.0	-1.4	2.5
COc1ccc(CCN)cc1OC	-0.1	-3.0	0.8	5.4	1.4	4.2	-0.6	2.3	3.0	-0.8	-0.4
CN1CCN(c2ccc([N+](=O)[O-])c(NCc3ccco3)c2)CC1	-0.6	1.9	-0.5	6.0	2.9	-2.8	-0.9	-6.3	-0.5	-0.4	0.6
CCOP(=O)(OCC)C(O)c1ccc(OC)cc1 (configuration not stated)	-0.7	-1.8	-5.5	10.6	-0.6	-3.1	-0.1	-0.9	·	-1.6	0.7
CCCNC(=O)N1[C@H]2CC[C@@H]1C(C(=O)OC)=C(c1cccc(OC)c1OC)C2	-1.2	2.0	1.9	5.5	-0.8	2.9	-0.2	-0.7	0.1	-1.1	-1.7
CC(=O)C1CCC2C3CCC4CC(O)CCC4(C)C3CCC12C (configuration not stated)	-2.7	7.1	1.1	-0.6	1.4	6.3	-0.2	-1.5	-1.1	-1.0	-1.4
CC(=NCCCN1CCOCC1)c1c(O)n(Cc2ccccc2)c(=O)[nH]c1=O	-1.3	1.3	-1.8	-1.9	-0.3	-1.6	-0.3	0.9	0.4	-1.1	0.3
O=c1[nH]c(=O)n(Cc2ccc(F)cc2)c(O)c1C=NCCN1CCCCC1	0.3	-3.4	-0.2	0.5	-2.6	1.5	-0.8	-1.6	0.0	-0.4	-2.1
COCCCNC(=O)c1c(NC(=O)c2ccccc2)n(Cc2ccccc2)c2nc3ccccc3nc12	-0.7	-3.8	-4.3	2.6	0.5	-24.3	0.1	-1.1	-1.3	-1.0	-0.4
O=C(Nc1ccccc1)c1cc([N+](=O)[O-])ccc1N1CCNCC1	0.3	0.5	0.4	-2.9	-0.1	2.4	-0.1	1.2	0.2	-0.1	0.0
CCc1cc(=O)oc2cc(C)cc(OCC(=O)N3CCC(C(=O)O)(c4ccccc4)CC3)c12	-0.8	-1.3	0.9	0.8	-1.5	-73.2	-0.1	-0.8	-1.1	-1.5	0.0
CN(C)c1ccc(/C=C2\C(=O)NC(=O)N(Cc3ccc(F)cc3)C2=O)cc1	0.6	-3.4	-3.0	10.1	0.3	-10.6	0.1	0.6	-0.6	-0.8	0.4
O=c1[nH]c(=O)n(Cc2ccccc2)c(O)c1/C=N/Nc1c(F)c(F)c(F)c(F)c1F	-0.4	-2.5	-2.2	-4.7	0.6	-6.9	-0.4	-0.6	·	-0.9	-2.9
CCC12CN3CCN(CC(C3)C1O)C2 (configuration not stated)	0.2	-0.3	4.1	4.3	-0.8	5.3	0.8	-0.6	1.4	-1.2	2.6
COC(=O)C(c1ccccc1)N1CCCCCC1 (configuration not stated)	-0.3	0.0	0.8	8.8	1.4	0.3	0.4	0.2	-0.1	-0.8	-0.9
CCOC(=O)C1CCN(/C=C2/C(=O)NC(=S)N(c3cccc(OC)c3)C2=O)CC1	-0.7	1.3	0.9	1.7	1.8	3.2	-0.3	1.4	-0.7	-1.5	-0.3
COc1ccc(-n2cnc3cc(C(=O)N4CCC5(CC4)OCCO5)ccc32)cc1	-2.6	-3.8	1.1	6.6	-4.5	2.5	-2.0	1.1	1.4	-0.9	-2.5
O=C1NC(=O)N(c2ccccc2)C(=O)/C1=C/C=C/c1ccco1	-0.7	-4.0	4.8	-9.8	5.7	-33.2	0.6	0.2	-1.0	-1.6	-2.9
COc1ccc(CCNC2CCCCC2)cc1OC	0.6	-1.8	0.6	3.8	0.7	3.5	-0.1	1.1	-2.2	-1.5	-2.1
COc1ccccc1C=C1C(=O)NC(=S)NC1=O	4.1	3.2	-4.4	14.5	0.4	-1.1	-0.1	-1.5	0.4	-0.2	-1.1
COC(=O)C1=C(c2cc3ccccc3o2)C[C@@H]2CC[C@H]1N2C(=O)NCCCOC(C)C	-1.1	-6.3	-0.5	-7.0	1.1	5.4	-0.3	1.3	-0.1	-1.5	-1.7

Fetched by compound from above, 3 records:
SMILES	hcDAF12 agonist	NR1D1 modulator	SMARCA2 activ	sPLA2-III inh	GAA850 FXN act	PLCb3 inh	DAX1 inh-1	hgDAF12 agonist	DAX1 inh-2	ssDAF-12 act	PG9 binder
CCCC(C)n1[nH]c(=O)c2c1NC(=O)CSC2c1ccccc1 (configuration not stated)	-2.5	-0.9	-0.3	-2.0	-0.1	-8.9	0.6	-3.9	0.0	-1.1	-0.8
COc1ccccc1C=C1C(=O)NC(=S)NC1=O	4.1	3.2	-4.4	14.5	0.4	-1.1	-0.1	-1.5	0.4	-0.2	-1.1
COc1ccc(CCN)cc1OC	-0.1	-3.0	0.8	5.4	1.4	4.2	-0.6	2.3	3.0	-0.8	-0.4

(cont.)
SMILES	hcDAF12 agonist	NR1D1 modulator	SMARCA2 activ	sPLA2-III inh	GAA850 FXN act	PLCb3 inh	DAX1 inh-1	hgDAF12 agonist	DAX1 inh-2	ssDAF-12 act	PG9 binder
NCC(O)c1cc(O)c(O)cc1F (configuration not stated)	1.0	-8.0	-1.7	6.1	0.5	-1.9	1.3	-1.2	-0.6	-0.4	-0.5
O=c1[nH]c(O)c(N=Nc2cc([N+](=O)[O-])ccc2O)c(=O)[nH]1	-0.4	19.8*	2.9	-2.1	-0.9	3.1	-0.1	3.6	0.3	-0.9	-23.4
Clc1ccc(CN2CCNCC2)cc1	-1.7	4.0	0.3	8.2	0.2	-4.0	-0.1	1.8	0.8	-1.1	-1.3
Cc1cc(C(=O)OCC(=O)Nc2c(F)cccc2F)c(C)n1C1CC1	-1.4	0.7	-0.2	5.9	0.8	-6.1	0.0	-0.6	-1.8	-1.3	-1.0
Cc1ccc(-n2c(=S)[nH]c3ccccc3c2=O)cc1F	1.8	-0.1	3.9	-12.8	4.2	-63.0	0.7	8.6	2.5	-0.7	-0.7
N#CCC[C@H]1CC[C@]2(CCCN(Cc3ccccn3)C2)O1	0.8	9.4	-2.0	1.8	·	0.9	0.1	-2.8	·	-0.8	·
COc1ccc(N2C(=O)C(=O)N(c3ccc(OC)cc3)P2(=O)N(CCCl)CCCl)cc1	0.8	-4.9	3.5	-0.3	1.3	0.7	-0.8	1.7	0.7	-0.8	-0.5
C=CCn1c(O)c(C(C)=NCCN2CCOCC2)c(=O)[nH]c1=O	-0.3	-4.0	-4.1	3.2	1.1	-0.1	-0.1	-0.7	0.0	-1.3	-2.8
COc1ccccc1N1C(=O)NC(=O)/C(=C/c2ccc3c4c(cccc24)CC3)C1=O	-0.1	4.1	3.0	-7.9	-1.1	-180.1	0.3	0.3	-0.7	-1.1	-0.2
CCOP(=O)(OCC)C(O)c1cccnc1 (configuration not stated)	0.1	-0.3	-2.3	17.0	0.0	-5.2	0.0	1.1	-0.7	-1.2	-0.1
C[C@]12CCC(=O)C=C1CCC1C2CC[C@@]2(C)C1CC[C@]2(C)O (some centres not stated)	-1.1	6.8	-6.2	-6.5	1.4	3.9	-0.7	0.8	0.0	-1.5	2.6
CCN1CCN(c2cc(N3CCCC3)c(F)cc2[N+](=O)[O-])CC1	-1.6	12.0	-0.9	-2.6	-4.2	1.6	0.3	-0.6	1.8	-1.4	-1.1
Cc1cccc(C)c1-n1nnnc1C(c1ccccc1)N1CCC2(CC1)C(=O)NCN2c1ccccc1 (configuration not stated)	-0.7	-2.3	-6.2	-4.1	·	3.1	-1.7	-2.7	·	-0.7	-0.8
Cn1c(=O)c2c(nc(-c3ccc(N(CCCl)CCCl)cc3)n2C)n(C)c1=O	-0.7	-2.3	-1.4	2.1	-0.3	i	-1.7	-1.5	-1.7	-1.6	1.6
O=S(=O)(c1ccc(Cl)cc1)N1CCCC1c1cccnc1 (configuration not stated)	-0.5	-5.1	-1.1	3.2	-0.3	-3.6	-0.3	-0.8	0.8	-1.4	-0.7
Cn1c(O)c(C(=NCCN2CCCCC2)c2ccccc2Cl)c(=O)n(C)c1=O	-2.1	0.8	3.9	-2.0	-0.8	0.3	0.2	-1.1	1.3	-1.6	-2.6
CNC(=O)N(C)c1nnc(C(C)(C)C)s1	0.9	0.2	-0.2	3.6	2.8	4.9	0.0	-1.7	-0.5	-1.4	-3.0
CCOC(=O)C1(c2ccccc2)CCN(CC(O)c2ccc(NC(C)=O)cc2)CC1 (configuration not stated)	0.6	-1.6	-0.6	0.1	1.8	-1.9	1.4	5.1	1.2	-0.1	1.0
COc1ccc(C(=O)NC(=S)N2C[C@H]3C[C@H](C2)c2cccc(=O)n2C3)cc1OC	0.2	-2.4	0.1	4.6	0.9	4.7	0.5	0.3	3.4	-1.1	0.8
CCCCOCCCn1c(N)c(C(=O)OCCOC)c2nc3ccccc3nc21	-3.7	-3.6	0.7	4.1	-1.4	i	-2.0	-6.7	-0.5	-1.4	2.9
O=C(CN1CCCCC1)NCC(=O)Nc1ccc(Br)cc1C(=O)c1ccccc1	-2.0	4.7	-1.4	-4.2	-1.8	0.3	-1.0	-2.1	-1.6	-1.4	0.2
CN1c2ccc([N+](=O)[O-])cc2CC2(C(=O)NC(=O)N(c3ccc(Br)cc3)C2=O)C1c1ccccc1 (configuration not stated)	1.0	-3.6	1.6	-4.7	-2.7	1.3	-0.5	2.5	-0.1	0.1	-1.0

Screens deposited in PubChem BioAssay by several laboratories.
